NLRP3 yeast inh = NALP3 inflammasome inhibitors in reconstituted yeast, primary screen, luminescence, uHTS; hit rate 0.39% among 330,000; AID 2825, 2010; Yeast reconstituted NLRP3/ASC/caspase-1, beta-gal luminescence, 24 h; inhibition, % at 10 µM;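 active = inhibition of 50% or more; inactive = inhibition below 50%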;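 also: plate controls were induced DMSO wells for no effect and uninduced yeast grown without galactose for full effect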
Apaf1 inhib = inhibitors of human Apaf-1 apoptosome, primary screen, biochemical, DEVD-Rh110 fluorescence, uHTS; inhibition, % at 20 µM; Apoptotic protease-activating factor 1 (Homo sapiens), O14727; reconstituted apoptosome caspase-3 activity; hit rate 0.71% among 330,000; active = inhibition of at least 40% at 20 µM;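 also: plate controls were DMSO wells for no effect and DEVD-CHO caspase inhibitor wells for full effect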
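Material: reconstituted apoptosome with Apaf-1, cytochrome c, caspase-9, procaspase-3, dATP / Buffer or medium: pH 7.5 Hepes buffer with CHAPS, BSA, DTT / Also added: cytochrome c with DEVD-Rh110 / Schedule: compound with Apaf-1, dATP, procaspase-3 30 min, then 50 min reaction, room temperature / Technique: rhodamine 110 fluorescence at Ex 480/Em 540 nm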
hIAP inh = human IAP inhibitors, primary screen, biochemical, luminescence, uHTS | Intestinal-type alkaline phosphatase (Homo sapiens), P09923 | purified IAP, CDP-Star luminescence, 30 min | inhibition, % at 10 µM | hit rate 0.12% among 330,000;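 active = inhibition reaching a set limit with compound at 10 µM in the primary screen, cut at about 35% in these data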;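 also: plate controls were DMSO wells with enzyme for no effect and no-enzyme buffer wells for full effect; values of inactives mirror those of a sister screen read the other way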
Target sequence (P09923 whole entry, looked up): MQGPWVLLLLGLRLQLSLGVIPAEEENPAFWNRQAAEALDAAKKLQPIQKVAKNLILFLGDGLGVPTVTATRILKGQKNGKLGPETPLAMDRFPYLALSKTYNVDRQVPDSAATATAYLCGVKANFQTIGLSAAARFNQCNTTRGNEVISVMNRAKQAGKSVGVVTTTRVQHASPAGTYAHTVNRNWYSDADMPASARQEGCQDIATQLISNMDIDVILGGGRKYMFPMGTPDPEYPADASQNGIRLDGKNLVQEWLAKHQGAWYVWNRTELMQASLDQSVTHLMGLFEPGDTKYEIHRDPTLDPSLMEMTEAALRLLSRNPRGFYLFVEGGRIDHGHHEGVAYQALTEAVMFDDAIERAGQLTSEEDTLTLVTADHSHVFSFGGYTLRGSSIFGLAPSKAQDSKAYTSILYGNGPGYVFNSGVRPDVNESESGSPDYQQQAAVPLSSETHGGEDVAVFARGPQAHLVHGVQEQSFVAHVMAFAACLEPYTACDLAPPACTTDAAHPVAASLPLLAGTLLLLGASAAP
TIM10 inh = growth inhibitors of isogenic TIM10 control yeast, primary screen, counter-screen for tim10-1 yeast inhibitor project, luminescence, uHTS; inhibition, % at 10 µM; S. cerevisiae TIM10 strain growth, BacTiter-Glo luminescence, 24 h; hit rate 1.4% among 330,000;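 active = inhibition of 40% or more at the single tested concentration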;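 also: wild-type TIM10 isogenic control strain grown at permissive 25 °C; 0% = DMSO yeast wells and 100% = minimal medium wells without yeast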
hIAP activ = human IAP activators, primary screen, biochemical, luminescence, uHTS; Intestinal-type alkaline phosphatase (Homo sapiens), P09923; activation factor at 10 µM; hit rate 0.16% among 330,000; AID 2524, 2010; purified human IAP, CDP-Star luminescence, 30 min; stronger effect = higher value; 1 = vehicle-only enzyme, 0 = enzyme-free background;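 active = activation factor of the enzyme at least 2-fold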; also: the source names both 10 and 20 µM as test concentration; values of inactives mirror those of a sister screen read the other way
tim10-1 inh = growth inhibitors of tim10-1 mutant yeast, primary screen, luminescence, uHTS. inhibition, % at 20 µM. S. cerevisiae tim10-1 ts strain growth, BacTiter-Glo, 24 h. hit rate 2.2% among 330,000;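 active = inhibition of at least 40%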;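 also: mutant grown at 25 °C; 0% = DMSO wells with yeast and 100% = wells holding no yeast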
mIAP block = inhibitors of mouse IAP, primary screen, biochemical, luminescence, uHTS | intestinal alkaline phosphatase [Mus musculus] | purified mouse IAP, CDP-Star luminescence, 30 min | inhibition, % at 10 µM | hit rate 0.2% among 330,000;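 active = inhibition of at least 40% at 10 µM in the primary screen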;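 also: plate controls were DMSO with enzyme for no effect and no enzyme wells for full effect; values of inactives mirror those of a sister screen read the other way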
ATG4B inh = ATG4B protease inhibitors, primary screen, biochemical, fluorescence, uHTS. Cysteine protease ATG4B (Homo sapiens), Q9Y4P1. ATG4B cleavage of LC3-PLA2, NBD-HPC fluorescence, 1 h. inhibition, % at 8.33 µM. hit rate 0.51% among 340,000. AID 504462, 2011; in the data active = inhibition above about 40%
Target sequence (Q9Y4P1 whole entry, looked up): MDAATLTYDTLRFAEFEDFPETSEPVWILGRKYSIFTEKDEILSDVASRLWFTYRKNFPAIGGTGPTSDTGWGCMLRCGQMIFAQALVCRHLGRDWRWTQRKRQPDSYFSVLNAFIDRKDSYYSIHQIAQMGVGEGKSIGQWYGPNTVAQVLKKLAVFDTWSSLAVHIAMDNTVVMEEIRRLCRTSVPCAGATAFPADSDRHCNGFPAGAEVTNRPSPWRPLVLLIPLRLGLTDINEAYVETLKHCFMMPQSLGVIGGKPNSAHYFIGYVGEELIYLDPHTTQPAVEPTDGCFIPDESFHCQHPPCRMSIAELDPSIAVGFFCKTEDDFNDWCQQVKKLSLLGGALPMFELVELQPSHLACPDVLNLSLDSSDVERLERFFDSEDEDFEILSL
mIAP act = activators of mouse IAP, primary screen, biochemical, luminescence, uHTS | hit rate 0.24% among 330,000 | muIAP, CDP-Star luminescence, 30 min; stronger effect = higher value; 1 = vehicle-only enzyme signal, 0 = enzyme-free wells | activation factor at 10 µM | intestinal alkaline phosphatase [Mus musculus];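 active = activation factor of at least 2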; also: the source names both 10 and 20 µM as test concentration; values of inactives mirror those of a sister screen read the other way
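Assay system: mouse IAP enzyme; Reagent: CDP-Star chemiluminescent phosphatase substrate; Compound: DMSO-dissolved test compounds; Incubation: 30 min, room temperature; Technique: luminescence from enzymatic CDP-Star hydrolysis; Controls: DMSO-only wells and no-enzyme negative control.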
An asterisk follows results filed as active.

SMILES	NLRP3 yeast inh	Apaf1 inhib	hIAP inh	TIM10 inh	hIAP activ	tim10-1 inh	mIAP block	ATG4B inh	mIAP act
CSc1ncccc1C(=O)N1CCN(S(=O)(=O)c2ccc3c(c2)OCCO3)CC1	16	-4	4	9	0.96	12	-7	-2	1.1
CN(Cc1ccccc1)c1nc2c(c(=O)[nH]c(=O)n2C)n1CCSc1nc2ccccc2[nH]1	10	-3	2	7	0.98	9	2	-1	0.98
COc1cc2c(cc1OC)CN(C(=O)c1cccs1)CC2	17	2	3	-15	0.97	-12	-6	1	1.1
CC(Oc1ccccc1)C(=O)N1CCN(c2ccc(N3CCCCCC3)nn2)CC1 (centres undefined)	-4	3	-16	-104	1.2	-74	0	-9	0.99
O=C(CCc1ccc(S(=O)(=O)NCc2ccccc2)cc1)NCC1CCCO1 (centres undefined)	6	6	-15	-24	1.2	8	3	-6	0.97
Cc1nn(CC(=O)NCCCN2CCN(C)CC2)c(=O)c2cc(-c3ccccc3)nn12	19	8	-22	7	1.2	0	-6	7	1.1
CC(=O)c1cccc(NC(=O)COC(=O)c2cccs2)c1	13	-15	4	5	0.96	17	11	-4	0.89
COc1ccc(-n2c(SCCNCCO)nc3sc4c(c3c2=O)CCCC4)cc1	29	32	10	12	0.9	15	7	-16	0.93
COc1ccc(CCNC(=O)CSc2nn(-c3ccccc3)c(=S)s2)cc1	11	-3	-3	-2	1	6	-11	-2	1.1
CC(C)(C)NC(=O)C(c1ccc(OCC(N)=O)cc1)N(C(=O)c1cccnc1)C1CC1 (centres undefined)	1	6	-4	-5	1	-6	2	-3	0.98
CC(C)=C1SC(N2CCCCC2)=NC1=O	18	1	-1	-12	1	-12	-2	-1	1
CC(=O)Nc1ccc(S(=O)(=O)NC(C)C(=O)NCCc2ccc(F)cc2)cc1 (centres undefined)	14	-1	1	-11	0.99	3	4	-8	0.95
N#Cc1ccsc1NC(=O)COC(=O)CCS(=O)(=O)c1ccccc1	3	0	1	5	0.99	26	11	-3	0.89
CCn1c(SCC(=O)Nc2nnc(C)s2)nc2c(c1=O)SC(C)C2 (centres undefined)	-2	-1	-3	-5	1	-19	2	-3	0.98
Fc1ccccc1C1c2cccn2CCN1C(=S)Nc1cccc(Br)c1 (centres undefined)	1	-8	-2	24	1	25	-3	-3	1
CSc1ccccc1NC(=O)c1cccnc1	-14	-4	-29	1	1.3	14	-7	-3	1.1
COc1ccccc1-c1oc2ccccc2c1C#CC(C)(C)O	72*	16	7	0	0.93	-19	2	-19	0.98
Cc1ccc(S(=O)(=O)NCc2ccccc2)cc1C(=O)N1CCCCC1	15	9	-3	5	1	8	11	-5	0.89
COC(=O)[C@@H]1C[C@H]2CC[C@H](O)C[C@H]2N1Cc1ccccc1OS(=O)(=O)c1ccc(C)cc1	-3	24	-1	-7	1	19	4	-5	0.96
COc1ccc(Nc2ncc(C(=O)N3CCN(c4ccc(F)cc4)CC3)c3ccccc23)cc1	27	31	-19	25	1.2	25	-1	-8	1
O=C(O)Cc1ccc(NC(=O)C(c2ccccc2)c2ccccc2)cc1	-5	10	-25	0	1.2	21	-4	-8	1
Cc1nc(SCC(=O)Nc2ccc3[nH]c(=O)[nH]c3c2)nc(C)c1C	7	14	-10	5	1.1	14	8	2	0.92
COc1ccc(CCNC(=O)C/C(C)=N/NC(=O)COc2ccc(C)cc2Br)cc1OC	14	7	3	0	0.97	2	5	-10	0.95
O=C(N/N=C/c1cc2c(cc1Cl)OCO2)c1ccccn1	25	-13	6	4	0.94	-11	6	-7	0.94
CC(C)Oc1ccc(C(=O)Nc2c3c(nn2-c2ccccc2)CS(=O)(=O)C3)cc1	3	7	-8	-5	1.1	6	4	-9	0.96
Further records:
SMILES	NLRP3 yeast inh	Apaf1 inhib	hIAP inh	TIM10 inh	hIAP activ	tim10-1 inh	mIAP block	ATG4B inh	mIAP act
COc1cc2c(cc1OC)C(C)N(C(=O)c1ccc(Br)o1)CC2 (centres undefined)	-7	12	-7	-24	1.1	-2	-10	-10	1.1
CC(C)(C)NC(=O)CN(C(=O)c1csnn1)c1ccccc1-c1ccccc1	11	0	0	10	1	12	-6	3	1.1
COc1ccccc1/C=C(\NC(=O)c1ccc(OC)c(OC)c1)C(=O)Nc1ccc([N+](=O)[O-])cc1	5	15	-12	8	1.1	11	13	5	0.87
Cc1ccc(NC(=O)NNC(=O)c2cccs2)cc1	1	4	-1	-3	1	-15	-6	-1	1.1
O=C(c1ccccc1F)N1CCN(S(=O)(=O)c2ccc(Br)cc2)CC1	2	-3	-20	12	1.2	34	5	-4	0.95
NC(=O)c1c(NC(=O)CN2C(=O)CCC2=O)sc2c1CCCCC2	20	1	-3	-5	1	-20	-6	-11	1.1
C=CCn1c(=O)c2ccccc2n2c(SC(C)C(=O)Nc3nc(-c4ccccc4)cs3)nnc12 (centres undefined)	9	26	15	13	0.85	18	2	-10	0.98
Cc1ccc(S(=O)(=O)N(C)C)cc1NC(=O)CCNC(=O)c1ccco1	6	0	-9	-3	1.1	10	-5	3	1.1
Cc1ccc(NC(=O)Cn2c(=O)n(CCC(=O)NC3CCN(Cc4ccccc4)CC3)c(=O)c3ccccc32)cc1	-2	-24	10	-12	0.9	16	-10	-5	1.1
CCCCCOc1ccccc1C(=O)NCC(=O)O	11	7	21	5	0.79	6	-3	17	1
Cc1ccc(C(=O)NCC(=O)OC(C)C(=O)Nc2ccc(N(C)C)cc2)s1 (centres undefined)	11	-3	0	-12	1	-6	-8	-5	1.1
CC1CCN(S(=O)(=O)c2ccc3c(ccn3CCC(=O)NC(C)C)c2)CC1	4	2	-28	3	1.3	-11	-2	6	1
COc1cc(NC(=O)CSc2nc(C)c(C)c(C)n2)cc(OC)c1	11	-2	-18	17	1.2	17	-5	-6	1.1
COc1ccc(NC(=O)/C=C/c2ccccc2)cn1	19	-8	2	3	0.98	-40	-3	-6	1
C=CCOC(=O)C1=C[C@@H](c2csc3ccccc23)[C@H](CCCO)[C@@H](OCC)O1	17	11	5	13	0.95	23	5	-14	0.95
NS(=O)(=O)c1ccc(-c2ccc(C=O)o2)cc1	0	-2	14	2	0.86	-1	27	11	0.73
CCS(=O)(=O)c1ccc(O)c(NC(=O)Nc2cccc3ccccc23)c1	12	-5	4	1	0.95	-6	2	-4	0.98
O=C(Nc1cccnc1)c1ccc2nc(-c3ccccc3)c(-c3ccccc3)nc2c1	33	11	-6	-5	1.1	-31	4	-6	0.96
O=C(NCC(F)(F)F)Nc1ncccn1	-7	9	2	10	0.98	4	-6	-2	1.1
O=C(CCCSc1ccc(Cl)cc1)Nc1cc(S(=O)(=O)N2CCOCC2)ccc1O	0	-8	19	9	0.81	9	12	-64	0.88
COc1ccc(S(=O)(=O)N2CCOC23CCN(S(=O)(=O)c2ccccc2)CC3)cc1	16	10	-12	-10	1.1	-4	8	-1	0.92
CN(CC(=O)O/N=C(\N)c1ccccn1)S(=O)(=O)c1cc(Cl)ccc1Cl	19	-25	6	22	0.94	43*	4	7	0.96
Cn1cnnc1SCC(=O)Nc1ccc(Cl)cn1	9	-2	-26	-3	1.3	17	2	2	0.98
COc1ccc(OC)c(C2CC(=O)c3c([nH]c(C(=O)OCC4CCCO4)c3C)C2)c1 (centres undefined)	-3	3	0	9	1	8	0	17	1
CC(=O)C(Cc1cnc(Cl)s1)(Cc1cnc(Cl)s1)C(C)=O	18	8	15	20	0.85	-6	-11	-5	1.1

The final two compounds of the section above open the next one:
SMILES	NLRP3 yeast inh	Apaf1 inhib	hIAP inh	TIM10 inh	hIAP activ	tim10-1 inh	mIAP block	ATG4B inh	mIAP act
COc1ccc(OC)c(C2CC(=O)c3c([nH]c(C(=O)OCC4CCCO4)c3C)C2)c1 (centres undefined)	-3	3	0	9	1	8	0	17	1
CC(=O)C(Cc1cnc(Cl)s1)(Cc1cnc(Cl)s1)C(C)=O	18	8	15	20	0.85	-6	-11	-5	1.1
NC[C@H]1O[C@H](O[C@H]2[C@H](O)[C@@H](O[C@H]3O[C@H](CO)[C@@H](O)[C@H](N)[C@H]3O)[C@H](N)C[C@@H]2N)[C@H](N)C[C@@H]1O	9	-8	3	0	0.97	11	6	-2	0.94
CC(C)c1nnc(NC(=O)CCC(=O)NC2CCCCCCC2)s1	1	-4	4	6	0.96	6	0	-10	0.99
COc1cccc(-c2cccc(NC(=O)C3CCN(Cc4ccon4)CC3)c2)c1	12	-7	8	-8	0.92	-1	9	-5	0.91
COc1ccccc1NC(=O)CCCc1nc(-c2ccc(OC)c(OC)c2)no1	9	-13	-5	0	1	11	-8	-6	1.1
O=C(OC1CCOC1=O)c1cc(Cl)ccc1[N+](=O)[O-] (centres undefined)	7	2	8	-10	0.92	17	-10	2	1.1
O=C(c1oc(=O)c2ccccc2c1-c1ccccc1)N1CCN(C2CCCCC2)CC1	19	-1	0	6	1	2	7	5	0.93
O/N=C(/CN(O)/C=C1/C=CC=N1)c1cccs1	10	-2	0	4	1	-1	6	-10	0.94
COC/C=C/C1=CC2=CC(=O)C(C)(OC(=O)c3cnc4ccccc4n3)C(=O)C2=CN1CC1CC1 (centres undefined)	19	27	22	2	0.78	-25	21	-7	0.79
O=C(CCS(=O)(=O)c1ccc(Cl)cc1)Nc1nnc(-c2ccco2)o1	12	3	4	-3	0.96	11	3	4	0.97
O=C1NC2(CCCCC2)C(=O)N1CCN1C(=O)c2ccccc2C1=O	-3	7	-7	-1	1.1	1	-20	-13	1.2
CC1=C(C(=O)N2CCCCCC2)C2(CCC(C)CC2)OC1=O (centres undefined)	15	11	13	5	0.87	31	1	-5	0.99
CC(C)c1ccc(OC(=O)c2ccc3c(=O)n4c(nc3c2)CCC4)cc1	7	1	6	6	0.94	17	9	4	0.91
CN(C)c1ccc(C=C2C(=O)OC(C)(C(C)(C)C)OC2=O)cc1 (centres undefined)	17	-6	12	19	0.88	13	-7	-2	1.1
CC(C)(C)c1ccccc1OCCN1CCCC1	16	-23	5	5	0.95	5	-9	4	1.1
COc1ccc(Cl)cc1N(CC(=O)NC(C(C)C)C(C)C)S(C)(=O)=O	-1	5	-10	-2	1.1	7	-5	-2	1.1
O=C(c1ccco1)N1CCN(C(=O)C2Cc3ccccc3CN2S(=O)(=O)c2ccc(F)cc2)CC1 (centres undefined)	3	0	-6	13	1.1	17	6	-2	0.94
CSCCC(NC(=O)COc1ccccc1)C(=O)Nc1ccc(C)cc1 (centres undefined)	4	1	-9	-12	1.1	-12	-17	1	1.2
O=C1OCC2=C1C(c1ccccc1)CC(=O)N2c1ccccc1 (centres undefined)	11	2	0	-13	1	20	-8	-3	1.1
O=C(Nc1ccccc1C(=O)N1CCCCCC1)c1ccc(F)cc1	-5	4	0	14	1	26	2	4	0.98

Screens deposited in PubChem BioAssay by Sanford-Burnham Center for Chemical Genomics.
